Source: PubChem (several laboratories)
Smad3 inh = Smad3/FoxH1 peptide binding inhibitors, primary screen, biochemical, TR-FRET; inhibition, % at 25 µM; actives 0.29% (n = 88,000); AID 630, 2007; Mothers against decapentaplegic homolog 3 (Homo sapiens), P84022; TR-FRET Smad3/Dy647-FoxH1 peptide binding, europium anti-His;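 active means compounds that reduce the energy-transfer binding signal between the protein and its labelled peptide by more than half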;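 further: 0% = Smad3 plus labelled peptide maximal FRET and 100% = peptide-only background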
Target sequence (P84022 whole entry, looked up): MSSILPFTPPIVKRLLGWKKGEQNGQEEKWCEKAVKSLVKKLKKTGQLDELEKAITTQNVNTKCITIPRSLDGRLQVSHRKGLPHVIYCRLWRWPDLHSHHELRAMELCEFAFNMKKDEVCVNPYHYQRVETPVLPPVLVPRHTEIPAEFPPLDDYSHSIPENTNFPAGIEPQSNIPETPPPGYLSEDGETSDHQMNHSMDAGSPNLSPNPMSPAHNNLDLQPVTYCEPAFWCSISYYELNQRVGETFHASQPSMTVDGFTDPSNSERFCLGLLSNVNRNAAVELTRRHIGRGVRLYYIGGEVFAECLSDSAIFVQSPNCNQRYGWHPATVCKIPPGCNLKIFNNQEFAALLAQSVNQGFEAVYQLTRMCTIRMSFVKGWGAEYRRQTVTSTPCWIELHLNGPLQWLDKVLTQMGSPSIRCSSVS
Candida biofilm = clotrimazole potentiators killing Candida biofilms, primary screen, with clotrimazole, Alamar Blue | actives 0.14% (n = 85,000) | C. albicans biofilm + clotrimazole | inhibition, % at 6 µM;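 active means inhibition above 20%; inactive means inhibition below 20%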;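 further: preformed 24 hr biofilms exposed to compound for 48 hr; 0% = biofilm without compound and 100% = blank killed by clotrimazole plus chlorhexidine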
VCAM1 TNFa inh = inhibitors of TNFa-induced VCAM1 expression, primary screen, imaging, HUVEC, TNFa stimulus, immunofluorescence | actives 0.48% (n = 95,000) | HUVEC TNFa-induced VCAM-1 immunofluorescence, high-content imaging | AID 802, 2007 | inhibition, % at 2 µM;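 active means inhibition above the batch mean plus 3 SD, with images confirmed as a hit by eye, cut at about 37% in these data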;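 further: 0% = TNF-stimulated DMSO wells and 100% = unstimulated control wells; not every result past the cut was called active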
PTPN22 inh 2 = PTPN22 phosphatase inhibitors, primary screen, biochemical, DiFMUP fluorescence, 2 µM; actives 0.21% (n = 96,000); inhibition, % at 2 µM; Tyrosine-protein phosphatase non-receptor type 22 (Homo sapiens), Q9Y2R2; recombinant LYP catalytic domain;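 active means inhibition at 2 µM at or above a set limit, the screen mean plus 3 SD, cut at about 24% in these data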;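 further: 0% = DMSO with enzyme and 100% = enzyme fully blocked by orthovanadate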
cytoskel mod = modifiers of F-actin cytoskeleton organization, primary screen, imaging, HUVEC, phalloidin staining, high-content imaging; HUVEC TNFa F-actin phalloidin imaging; inhibition, % at 2 µM; actives 0.18% (n = 91,000); AID 836, 2007;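 active means inhibition above the batch mean plus 3 SD and confirmed as a hit by visual image inspection, cut at about 30% in these data, passing the limit was not always enough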; further: strong numbers were not always called active
MT1-MMP txn act = MT1-MMP promoter reporter activation – cell-based, luciferase luminescence, primary screen | HT1080 MT1-MMP promoter luciferase reporter, overnight; stronger effect = higher value | activation factor at 10 µM | actives 0.16% (n = 86,000);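 active means activation factor of at least 2 for MT1-MMP transcription at 10 µM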
HUVEC tox TNFa = cytotoxicity in TNFa-stimulated HUVEC, primary screen, cytotoxicity control for VCAM1 expression modulator project, imaging, Hoechst nuclei count. cell count reduction, % at 2 µM. actives 0.17% (n = 93,000). HUVEC TNFalpha-stimulated, Hoechst cell count. AID 848, 2007;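 active means cell count reduction exceeding the screen mean by over 5 SD, scaled to untreated wells per plate, cut at about 78% in these data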;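 further: cells counted after 24 h of TNF alpha exposure following the 1 h pretreatment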
IL1B cytotox = cytotoxicity in IL-1B stimulated HUVEC, primary screen, cytotoxicity control for IL-1B NFkB translocation project, imaging, Hoechst nuclear count, IL-1B stimulus | HUVEC cell count loss | cell count reduction, % at 2 µM | actives 0.41% (n = 94,000) | AID 845, 2007;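 active means cell count reduction more than 3 SD above the screen-wide mean, cut at about 70% in these data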;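 further: normalized per plate to untreated control cells as the no-loss baseline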
DAT uptake mod = changed hDAT dopamine uptake under cocaine IC80, either direction, primary screen, cocaine antagonist project, cell-based, LLC-PK1 hDAT, [14C]-dopamine uptake, MLSMR | Sodium-dependent dopamine transporter (Homo sapiens), Q01959 | LLC-PK1 hDAT cells, [14C]-dopamine uptake with cocaine IC80; actives deviate in either direction | B-score at 10 µM | actives 1.3% (n = 110,000) | AID 449768, 2010;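 active means Z score or B-score, a plate-position-corrected score, falls beyond the plate's 99.7% confidence bounds, in either direction; inactive means both scores lie inside the 99.7% bounds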;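 further: scored against the spread of the other compound wells on the same plate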
* hit, by the source's call; . = no result given; [ ] = remark or other dose.

A first look:
Order of results: PTPN22 inh 2	VCAM1 TNFa inh	MT1-MMP txn act	IL1B cytotox	HUVEC tox TNFa	DAT uptake mod	Candida biofilm	Smad3 inh	cytoskel mod
#1 CCOc1ccccc1CNC(=O)C1CCN(c2nc3ccccc3o2)CC1
    -0.9	-13.4	1	8.1	10.8	.	4.3	10.6	5.9
#2 O=C(NCc1ccco1)C1(c2ccc(Br)cc2)CCCC1
    -3.4	17.1	1.2	13.4	23.6	0.0375	-2.9	-4.8	-10.1

All compounds of this part, previewed entries included:
Order of results: PTPN22 inh 2	VCAM1 TNFa inh	MT1-MMP txn act	IL1B cytotox	HUVEC tox TNFa	DAT uptake mod	Candida biofilm	Smad3 inh	cytoskel mod
#1 CCOc1ccccc1CNC(=O)C1CCN(c2nc3ccccc3o2)CC1
    -0.9	-13.4	1	8.1	10.8	.	4.3	10.6	5.9
#2 O=C(NCc1ccco1)C1(c2ccc(Br)cc2)CCCC1
    -3.4	17.1	1.2	13.4	23.6	0.0375	-2.9	-4.8	-10.1
#3 CCCOC(=O)C(C)n1cnc2sc(C)c(C)c2c1=O (stereo unspecified)
    -1.0	-9.4	.	10.0	-8.5	1.05	.	.	1.4
#4 Cc1cc(C)n2nc(SCC(=O)N(C)Cc3ccccc3)nc2n1
    2.5	-1.9	1.1	-1.3	-22.7	-0.436	0.7	4.4	22.0
#5 Cc1nc(N2CCC(C)CC2)c2c(C)c(C(=O)O)sc2n1
    -1.0	4.0	1.3	9.5	7.0	-1.34	4.6	1.6	-3.7
#6 O=C(NCCCn1ccnc1)C1CC2CCC1C2 (stereo unspecified)
    -1.5	-14.9	1.1	7.6	7.7	-0.0292	1.6	4.5	10.1
#7 Cn1c(Cc2csc(N)n2)nnc1SCC(=O)NCc1ccccc1
    -4.1	-3.9	1.2	6.9	-19.7	-0.0358	4.9	-11.1	11.4
#8 COc1ccc(OC)c(S(=O)(=O)N2CCCc3ccccc32)c1
    -2.9	-27.0	1	15.4	-56.4	1.47	5.2	-7.9	22.6
#9 Cn1cc(C(=O)c2cccc(Cl)c2Cl)cc1C(=O)O
    5.0	-3.8	.	-26.5	-3.2	-0.941	.	.	-17.2
#10 COc1nnc(-c2ccc(N3CCOCC3)c(NC(=O)c3ccccc3)c2)c2ccccc12
    4.2	5.6	1	4.4	-28.2	1.04	-10.1	16.8[fluorescence artefact?]	0.2
#11 c1ccc(Cn2nnnc2CN2CCCC2)cc1
    -8.7	10.4	1.1	3.2	-4.3	-0.86	12.2	0.8	0.0
#12 Cc1ccnc(NC(=O)CCC(=O)N(CC(=O)NCCc2ccccc2)Cc2ccco2)c1
    -1.1	16.5	1.1	-27.5	-24.0	-0.00244	9.4	3.6	-5.0
#13 Cc1cccc(C)c1OCC(O)CN1CCC(CN2C(=O)c3cccc4cccc(c34)C2=O)CC1 (stereo unspecified)
    7.3	0.0	.	-10.9	-12.0	1.62	.	.	4.0
#14 COc1ccc(C(=O)Nc2c(F)c(F)c(F)c(F)c2F)c(OC)c1
    -4.0	-11.7	1.1	8.7	-37.2	0.306	1.4	8.0	-0.7
#15 Cc1ccc2oc(-c3ccco3)nc2c1
    1.9	0.7	1.4	-10.8	-12.2	0.0714	7.7	-1.4	-67.7
#16 COc1ccc(CN2CCN(S(=O)(=O)c3ccccc3)CC2)cc1Br
    5.0	14.9	.	-2.7	-5.8	-0.974	.	.	-7.9
#17 FC(F)(F)c1cc(-c2ccccc2)nc2ncnn12
    -1.9	-8.2	1	-24.7	-10.4	1.27	7.5	4.7	7.8
#18 COc1ccc(-c2cnn(C3CCS(=O)(=O)C3)c2N)cc1 (stereo unspecified)
    -7.2	5.1	1.1	-4.4	-12.1	-0.0209	-0.6	2.8	10.9
#19 CC(Oc1ccc(F)cc1)C(=O)/C=C\N(C)C (stereo unspecified)
    6.9	-6.0	.	2.7	-22.7	0.632	.	.	-6.5
#20 CC(C)c1cc(C(N)=O)c(NC(=O)c2cccc(COc3ccc(Br)cc3)c2)s1
    -0.4	-0.8	.	0.9	1.3	-0.206	.	.	1.8
#21 CC(=O)NC1=NC(=O)/C(=C/N2CCOCC2)S1
    7.2	.	1.2	.	.	-0.541	2.0	7.1	.
#22 CCOC(=O)c1c(-c2cccs2)csc1NC(=O)CN1CCOCC1
    .	.	1.1	.	.	-0.703	5.8	6.4[fluorescence artefact?]	.
#23 CC(C)c1ccc(-c2nnn(Cc3nc4ccccc4s3)n2)cc1
    -3.3	8.9	1	3.2	-9.8	0.65	11.0	1.0	8.6
#24 O=C(COC(=O)c1ccc(S(=O)(=O)N2CCOCC2)cc1)NC1CCCC1
    -9.1	2.8	1.1	26.1	-0.4	-0.293	-0.1	-5.9	-4.5
#25 C=CCN(C(=O)c1ccccc1)c1ccc(OC)cc1
    -1.8	26.1	.	-30.0	-5.9	1.02	1.0	0.4	0.7
#26 Cc1cc(C)c(S(=O)(=O)Nc2ccc[nH]c2=O)c(C)c1
    2.0	.	1.2	-35.5	.	-0.145	4.0	2.4	.
#27 Cc1ccc(Cn2c(NS(=O)(=O)c3ccccc3)nc3ccccc32)cc1
    5.3	-10.6	.	-59.8	19.8	-0.916	.	.	-20.8
#28 COc1cccc(OCCc2c(C)n[nH]c2C)c1
    11.7	9.7	.	1.2	-25.9	1.45	.	.	17.6
#29 CC(C)Cn1c(N)c(C(=O)COC(=O)c2ccc3ccccc3n2)c(=O)n(C)c1=O
    3.8	19.1	1.1	-4.4	-42.1	1.59	-1.6	11.8	5.1
#30 Clc1ccc(OCc2cc(-c3ccccc3)no2)cc1Cl
    -14.0	6.0	.	-15.0	-15.7	-0.172	.	.	3.2
#31 O=C(CN1C(=O)NC2(CCCCCC2)C1=O)N1CCC(Cc2ccccc2)CC1
    -1.8	7.0	1.2	7.9	-15.6	1.45	1.5	-10.6	-12.5

Quoted at random: 6 compounds from above
Order of results: PTPN22 inh 2	VCAM1 TNFa inh	MT1-MMP txn act	IL1B cytotox	HUVEC tox TNFa	DAT uptake mod	Candida biofilm	Smad3 inh	cytoskel mod
#16 COc1ccc(CN2CCN(S(=O)(=O)c3ccccc3)CC2)cc1Br
    5.0	14.9	.	-2.7	-5.8	-0.974	.	.	-7.9
#5 Cc1nc(N2CCC(C)CC2)c2c(C)c(C(=O)O)sc2n1
    -1.0	4.0	1.3	9.5	7.0	-1.34	4.6	1.6	-3.7
#7 Cn1c(Cc2csc(N)n2)nnc1SCC(=O)NCc1ccccc1
    -4.1	-3.9	1.2	6.9	-19.7	-0.0358	4.9	-11.1	11.4
#8 COc1ccc(OC)c(S(=O)(=O)N2CCCc3ccccc32)c1
    -2.9	-27.0	1	15.4	-56.4	1.47	5.2	-7.9	22.6
#21 CC(=O)NC1=NC(=O)/C(=C/N2CCOCC2)S1
    7.2	.	1.2	.	.	-0.541	2.0	7.1	.
#31 O=C(CN1C(=O)NC2(CCCCCC2)C1=O)N1CCC(Cc2ccccc2)CC1
    -1.8	7.0	1.2	7.9	-15.6	1.45	1.5	-10.6	-12.5

The list is partial (hit frequency here may not be typical).
